hERG WT inh – KCNH2 (human, wildtype) channel inhibition | Q12809 | U2OS, BacMam KCNH2, thallium flux FluxOr; stronger effect = lower value | activity change, % at 1.84 µM | 340,000 tested, 0.37% active;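 active means maximum activity change below -70%; inconclusive means maximum activity change between -70% and -50%; inactive means maximum activity change above -50%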; further: on the % scale 0 is the no-effect control and ±100 the full control effect
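U2OS cells transduced with wild-type KCNH2 virus are loaded with FluxOr dye for 45 min, and thallium flux is measured in kinetic reads before and after stimulation buffer. Rate constants are normalized to DMSO controls.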
MBNL1 CUG block – blocks human MBNL1 binding to CUG repeat RNA. Q9NR56. 280,000 tested, 0.036% active. AID 2675. Potency, µM (highest dose often 57.5 µM), without a hit: at the highest dose activity change, negative = inhibition, actives largely listed as inhibitors. TR-FRET MBNL1-His/biotin-(CUG)12 binding, 665/545 ratio; active means well fitted inhibition curve with a large enough effect in the signal ratio, with a control signal flat, not every such curve was filed as active; inconclusive means small, poorly fitted or top-dose-only effect, or effect the other way, or a change in a side signal; inactive means no such curve, though single readings can be large or run the other way; the % refers to the signal ratio; further: potency means the concentration at half of the fitted maximal effect; on the % scale 0 is the no-effect control and ±100 the full control effect
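Inhibition of protein-RNA binding appears as loss of TR-FRET between terbium anti-His antibody on MBNL1-His and streptavidin-XL665 on biotin-(CUG)12. Activity is normalized to buffer-only and uninhibited-complex controls.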
AT treatment – candidate therapy for ataxia-telangiectasia | […] A-T fibroblasts, KAP-1 phosphorylation AlphaLISA; neocarzinostatin DNA damage 30 min before lysis | Potency, µM (series often up to 57.5 µM), for the others: top-dose activation, actives largely listed as activators | 320,000 tested, 0.19% active; further: potency means the concentration at half of the fitted maximal effect; % of control where 0% means no effect; nearly all actives have a fitted effect of over 45% in size
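hTERT-immortalized A-T patient fibroblasts ([…]), 500 cells/well in OPTI-MEM, 1% FBS, got compounds for 60 min, then NCS for 30 min at 37C. Lysates were then assayed for phospho-KAP-1 by AlphaLISA (anti-pKAP1 donor, anti-KAP1 acceptor beads), 6 hr at 25C.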
MLL CXXC-DNA inh – blocks binding of human MLL CXXC domain to DNA. MLL-CXXC / FITC-HOXA9 DNA fluorescence polarization. Potency, µM (highest dose often 115 µM), without a hit: top-dose activity change, negative = inhibition, actives largely listed as inhibitors. 290,000 tested, 0.037% active. Q03164; active means well fitted inhibition curve with a large enough effect in the polarisation, with a control signal flat, not every such curve was filed as active; inconclusive means small, poorly fitted or top-dose-only effect, or effect the other way, or a change in a side signal; inactive means no such curve, though single readings can be large or run the other way; the % refers to the polarisation; further: potency means the concentration at half of the fitted maximal effect
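Steps: dispense CXXC domain solution (7 uM) → pin compounds or unlabeled HOX-A9 DNA control → 5 min ambient → add FLSN-HOX-A9 solution (50 nM) → spin → 30 min ambient → fluorescence polarization. Tris pH 7.5/NaCl/DTT/BSA buffer.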
GALK inh – galactokinase (human) inhibition | P51570 | Purified GALK, Kinase-Glo residual ATP luminescence | Potency, µM (titrated, usually from 57.5 µM), without a hit: at the highest dose activity change, negative = inhibition, usual class: inhibitors | 270,000 tested, 0.007% active | AID 1868; further: potency means the concentration at half of the fitted maximal effect; on the % scale 0 is the no-effect control and ±100 the full control effect
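5 nM enzyme, 35 uM ATP, 100 uM galactose, 20 mM HEPES pH8.0, 5 mM MgCl2; 1 h RT; residual ATP by Kinase-Glo Plus luminescence, qHTS format.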
ASM inhibitor – blocks human secretory acid sphingomyelinase | P17405 | placental ASM, HMU-PC fluorogenic substrate, 60 min | Potency, µM (series often up to 57.5 µM), for inactives: at the top dose activity change, negative = inhibition, most hits filed as inhibitors | 340,000 tested, 0.006% active; further: potency means the concentration at half of the fitted maximal effect
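Human placenta-derived ASM enzyme was preincubated with compound for 10 minutes at room temperature, then given fluorogenic substrate HMU-PC0 (9 uM final) for 60 minutes at 37 °C; a pH 10 stop preceded fluorescence reading at Ex 386/Em 447 nm.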
TRPV1 ag – agonists of human vanilloid receptor 1 (TRPV1). Q8NER1. AID 540275. 320,000 tested, 0.19% active. TRPV1-expressing cells, Fluo-8 calcium influx, agonist mode. activation, % at 8.33 µM; in the data active means activation above about 80%; inconclusive means between about 30% and that limit; further: 0% is about no effect
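Cells expressing TRPV1 were dye-loaded with Fluo-8 and read kinetically: 10 s baseline, 3 min after compound (agonist portion), then 2 min after EC20 capsaicin (allosteric enhancer portion). Calcium-bound dye fluorescence at 480/520 nm.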
KCNH2 3.1 inh – inhibitors of human KCNH2 3.1 potassium channel isoform | U2OS KCNH2 3.1, thallium flux FluxOr; stronger effect = lower value | activity change, % (tested at about 1.8 µM) | 340,000 tested, 0.95% active | AID 720553;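 active means maximum activity change below -70%; inconclusive means maximum activity change from -70% to -50%; inactive means maximum activity change above -50%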;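 further: thallium influx rate constant from kinetic fluorescence after stimulation buffer; on the % scale 0 is the no-effect control and ±100 the full control effect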
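Channel expression came from 3.1 mutant virus (1.77 x 10^8 /mL) applied to suspended U2OS cells for 4 h. Flux was tracked with FluxOr dye plus Red40 quencher, and kinetic rate constants normalized to controls.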
Coupling enz – coupling enzyme interference in Giardia aldolase counter-screen | coupling enzyme system counterscreen, AmpLite Red fluorescence | activity change, negative = inhibition, % at 58.2 µM, hits read low | 290,000 tested, 0.67% active | AID 2472; in the data active means activity change below about -30%; further: on the % scale 0 is the no-effect control and ±100 the full control effect
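Coupling enzymes only (glyceraldehyde-3-phosphate) + compound, at 57.5 uM final, 10 min RT; add substrate/coupling/AmpLite Red mix, 20 min RT; fluorescence ex 525/em 598 nm. Actives flag coupling-system interference.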
Integrin act MD – integrin-mediated muscular dystrophy alleviation activation; Potency, µM (series often up to 38.3 µM), for the others: at the top dose activation, most hits filed as activators; AID 624291; alpha7betagal myoblasts, beta-gal FDG fluorescence, 48 h; 350,000 tested, 0.064% active;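 further: potency means the concentration at half of the fitted maximal effect; 100% = response of the positive control SU9516; nearly all actives have a fitted effect of over 60% in size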
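alpha7betagal+/- myoblasts (passage 13, 250/well) treated 48 h at 37C with compounds at 1:260 dilution of DMSO stock. Lysed, then beta-galactosidase activity read as FDG fluorescence (ex 480/em 540) after 30 min, with pre-read for autofluorescence.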
The depositor's hits bear a star; ? = inconclusive; · = no result given; [ ] = another dose, or the depositor's remark. Unless noted, the call rests on the fitted dose curve; in most records, active means well fitted curve in the direction sought with a large enough effect; inconclusive means small, poorly fitted or top-dose-only effect, or another doubt; inactive means no such curve, though single readings can be large; an effect the other way counts as inactive or inconclusive. A portion of the library (hit frequency here may not be typical).

SMILES | hERG WT inh | MBNL1 CUG block | AT treatment | MLL CXXC-DNA inh | GALK inh | ASM inhibitor | TRPV1 ag | KCNH2 3.1 inh | Coupling enz | Integrin act MD
Cc1cc(C)cc(NC(=S)NC2CC3CCCC(C2)N3Cc2cccs2)c1 (centres undefined) | -8 | -9% | 1% | 39%[activator] | -1% | 9% | 1 | -73* | 2 | -13%
O=[N+]([O-])c1cccnc1N1CCCNCC1 | -4 | 12% | 4% | 0% | 0% | -4% | -1 | -3 | 0 | 2%
c1ccc(CCc2ccc3n2Cc2cnnn2-c2ccccc2-3)cc1 | -3 | · | · | · | · | 7% | · | -20 | · | -6%
CCN(CC)P(=O)(c1nccn1C)N(CC)CC | -5 | 0% | -3% | -4% | -1% | -1% | -4 | -2 | 0 | -10%
COc1cccc(NP(=O)(Oc2ccccc2)Oc2ccccc2)c1 | -10 | -19% | 5% | 4% | -1% | -6% | 20 | -47 | 2 | 3%
CN1CCN(C(=O)COc2ccc(N(C)S(=O)(=O)c3ccc(F)cc3)cc2)CC1 | 18 | -5% | -6% | 10% | 14% | 1% | 0 | -5 | 0 | 4%
Cn1c(=O)c2c(nc(N/N=C/c3c(O)n(-c4ccccc4)c(=S)[nH]c3=O)n2C)n(C)c1=O | 13 | -4% | -5% | 23% | 2% | -5% | 3 | 13 | -4 | 5%
Cc1ccc(N2C(=O)/C(=C/c3ccc(CN(CCC#N)S(C)(=O)=O)o3)C(=O)NC2=S)cc1 | -15 | -6% | -3% | ? | -5% | -9% | -2 | -2 | -1 | 31%
Cc1cc(OCC(=O)N2CCC(C(=O)O)CC2)c2c3c(c(=O)oc2c1)CCC3 | -2 | -5% | -6% | 13% | · | 4% | 2 | -6 | 3 | -1%
CCCCSP1(=S)NCCCO1 (centres undefined) | 0 | -20% | 8% | -1% | 1% | 0% | 1 | 8 | 2 | -26%
O=C(c1ccco1)c1cn(Cc2ccccc2)c2ccccc12 | -5 | 2% | 0% | -2% | 1% | -10% | ? | -22 | 1 | -5%
Cc1ccccc1N1CCN(Cc2ccc3c(c2)OCO3)CC1 | 27 | -4% | 1% | 7% | 7% | 0% | 2 | 2 | 1 | 2%
C=C[C@H]1CN2CC[C@H]1C[C@@H]2[C@@H](O)c1ccnc2ccccc12 | 11 | · | -3% | · | · | -1% | 1 | -24 | · | ·
COc1cc(OC)cc(C(=O)Nc2ccc(Br)cc2C(=O)c2ccccc2)c1 | -5 | -4% | 1% | -2% | -1% | -9% | 2 | -7 | 5 | -3%
O=C(COc1ccc2ccc(=O)oc2c1)N1C[C@H]2C[C@@H](C1)c1cccc(=O)n1C2 | 2 | 4% | -6% | 1% | · | -1% | 1 | -1 | 0 | 10%
C=COCCn1c(C)c(C(C)=O)c2cc(O)ccc21 | -3 | -1% | 1% | 7% | 1% | 2% | -1 | 17 | -7 | 6%
O=C1CN=C(c2ccccc2)c2c(sc3c2CCCC3)N1 | 2 | -12% | 3% | 0% | · | 2% | 8 | 11 | 1 | ·
CC12CN3CN(C1)CC(c1ccccc1)(C3)C2=O | -3 | -5% | · | 8% | 1% | 2% | 0 | -11 | 0 | 28%
Cc1ccc(CN2CCN(Cc3ccccc3F)CC2)cc1 | · | -6% | 1% | 4% | 11% | -4% | 7 | 11 | 0 | -16%
COc1ccc(C(=O)C2CCCN(CCO)C2)c(C)c1 (centres undefined) | -11 | -2% | -6% | 7% | 0% | 8% | 2 | 6 | -2 | ?
NC(=S)N/N=C/c1coc2ccccc2c1=O | -16 | 9% | 1% | -10% | 3% | 3% | 1 | 7 | -4 | 0%
CCOC(=O)c1c(C)n(Cc2ccccc2)c2ccc(OCC(O)CN3C(=O)CNC3=O)cc12 (centres undefined) | 16 | -10% | 8% | 11% | 2% | -10% | 6 | -9 | -1 | -17%
O=C(NCCCn1ccnc1)C(Cl)(Cl)Cl | · | -5% | -5% | 1% | 1% | -4% | 3 | 12 | -1 | ?
COc1ccc(-n2c(/C=C3\C(=O)Nc4ccccc43)nc3ccccc3c2=O)cc1 | 6 | 3% | -4% | 8% | -1% | 0% | -3 | -9 | 3 | -25%
O=P(Nc1ccccc1Cl)(c1ccccc1)c1nc2c(s1)CCCC2 (centres undefined) | -7 | -7% | 4% | 5% | · | 1% | 0 | -3 | 0 | 5%
COc1ccc(Br)cc1CNCCc1ccc2c(c1)OCO2 | 5 | · | · | · | · | 2% | · | -8 | · | -32%

Reprinted from the entries so far for reference:
SMILES | hERG WT inh | MBNL1 CUG block | AT treatment | MLL CXXC-DNA inh | GALK inh | ASM inhibitor | TRPV1 ag | KCNH2 3.1 inh | Coupling enz | Integrin act MD
Cc1ccccc1N1CCN(Cc2ccc3c(c2)OCO3)CC1 | 27 | -4% | 1% | 7% | 7% | 0% | 2 | 2 | 1 | 2%
C=C[C@H]1CN2CC[C@H]1C[C@@H]2[C@@H](O)c1ccnc2ccccc12 | 11 | · | -3% | · | · | -1% | 1 | -24 | · | ·
COc1cc(OC)cc(C(=O)Nc2ccc(Br)cc2C(=O)c2ccccc2)c1 | -5 | -4% | 1% | -2% | -1% | -9% | 2 | -7 | 5 | -3%
O=C(COc1ccc2ccc(=O)oc2c1)N1C[C@H]2C[C@@H](C1)c1cccc(=O)n1C2 | 2 | 4% | -6% | 1% | · | -1% | 1 | -1 | 0 | 10%
C=COCCn1c(C)c(C(C)=O)c2cc(O)ccc21 | -3 | -1% | 1% | 7% | 1% | 2% | -1 | 17 | -7 | 6%
O=C1CN=C(c2ccccc2)c2c(sc3c2CCCC3)N1 | 2 | -12% | 3% | 0% | · | 2% | 8 | 11 | 1 | ·
CC12CN3CN(C1)CC(c1ccccc1)(C3)C2=O | -3 | -5% | · | 8% | 1% | 2% | 0 | -11 | 0 | 28%
Cc1ccc(CN2CCN(Cc3ccccc3F)CC2)cc1 | · | -6% | 1% | 4% | 11% | -4% | 7 | 11 | 0 | -16%
COc1ccc(C(=O)C2CCCN(CCO)C2)c(C)c1 (centres undefined) | -11 | -2% | -6% | 7% | 0% | 8% | 2 | 6 | -2 | ?
NC(=S)N/N=C/c1coc2ccccc2c1=O | -16 | 9% | 1% | -10% | 3% | 3% | 1 | 7 | -4 | 0%
CCOC(=O)c1c(C)n(Cc2ccccc2)c2ccc(OCC(O)CN3C(=O)CNC3=O)cc12 (centres undefined) | 16 | -10% | 8% | 11% | 2% | -10% | 6 | -9 | -1 | -17%
O=C(NCCCn1ccnc1)C(Cl)(Cl)Cl | · | -5% | -5% | 1% | 1% | -4% | 3 | 12 | -1 | ?
COc1ccc(-n2c(/C=C3\C(=O)Nc4ccccc43)nc3ccccc3c2=O)cc1 | 6 | 3% | -4% | 8% | -1% | 0% | -3 | -9 | 3 | -25%
O=P(Nc1ccccc1Cl)(c1ccccc1)c1nc2c(s1)CCCC2 (centres undefined) | -7 | -7% | 4% | 5% | · | 1% | 0 | -3 | 0 | 5%
COc1ccc(Br)cc1CNCCc1ccc2c(c1)OCO2 | 5 | · | · | · | · | 2% | · | -8 | · | -32%

High-throughput results: PubChem, National Center for Advancing Translational Sciences (NCATS)
